Y pestis TopoI – Yersinia pestis topoisomerase I inhibitors, primary screen, biochemical, cleavage product accumulation, plate reader, single point. Y. pestis Topo-I cleavage product accumulation. AID 504884, 2011. 360,000 tested, 0.064% active. DNA topoisomerase I (Yersinia pestis CO92). activity, % at 10 µM; in the data active = activity above about 50%, passing the limit was not always enough; inconclusive = no clear call, values can overlap the other calls; also: inactives centre near 2
TcdB inh – TcdB glycohydrolase inhibitors, primary screen, biochemical, single point, plate reader. Toxin B (Clostridioides difficile), P18177. TcdB glycohydrolase enzymatic assay. inhibition, % at 9.99 µM. 350,000 tested, 0.24% active; in the data active = inhibition above about 10%
SSB-PriA inh – inhibitors of Klebsiella pneumoniae PriA binding to SSB C-terminal tail, primary screen, biochemical, AlphaScreen | AID 1272365, 2023 | PriA–SSB C-terminal tail interaction (Klebsiella pneumoniae) | 430,000 tested, 0.6% active | inhibition, % at 33 µM | AlphaScreen SSBct-PriA binding, biotinylated peptide; in the data active = inhibition mostly above about 37%, no sharp cut-off; inactive = mostly below about 20%;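 also: plate controls were negative control peptide for no effect and reference peptide for full effect; strong numbers were not always called active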
VHR inh abs – VHR1 phosphatase inhibitors, primary screen, biochemical, absorbance, uHTS; Dual specificity protein phosphatase 3 (Homo sapiens), P51452; recombinant VHR phosphatase, pNPP absorbance; inhibition, % at 13.3 µM; 290,000 tested, 0.52% active; AID 1654, 2009; in the data active = inhibition above about 50%; also: some compounds called inactive have numbers as strong as hits
Target sequence (P51452 whole entry, looked up): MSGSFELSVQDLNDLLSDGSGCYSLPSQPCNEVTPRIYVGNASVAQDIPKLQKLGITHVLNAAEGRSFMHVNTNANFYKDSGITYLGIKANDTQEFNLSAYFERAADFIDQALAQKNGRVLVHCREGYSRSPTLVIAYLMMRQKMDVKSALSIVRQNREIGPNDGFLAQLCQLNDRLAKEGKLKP
PfHsp40 rescue – rescue of yeast from PfHsp40 toxicity, primary screen, S. cerevisiae, ATP luminescence; S. cerevisiae expressing PfHsp40, growth rescue; growth rescue, % at 12.5 µM; 340,000 tested, 0.68% active; AID 504582, 2011; in the data active = growth rescue above about 28%, passing the limit was not always enough; inconclusive = no clear call, values can overlap the other calls;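 also: yeast W303a lacking pdr1 and pdr3 grown in galactose medium; growth measured after three days at 30 °C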
BoNT A protease – BoNT/A light chain protease inhibitors, primary screen, biochemical, flow cytometry, MLPCN library; Botulinum neurotoxin type A light chain protease (Clostridium botulinum A str. ATCC 3502); multiplex microsphere protease substrate cleavage; inhibition, % at 10 µM; 360,000 tested, 0.17% active; AID 588499, 2011; also: plate controls were buffer without enzyme for full effect and enzyme alone for no effect
Anthrax LF prot – Bacillus anthracis LF protease inhibitors, primary screen, biochemical, multiplex microsphere, MLPCN library; Lethal factor (Bacillus anthracis), P15917; multiplex microsphere protease cleavage assay; 360,000 tested, 0.12% active; inhibition, % at 10 µM; also: plate controls were buffer without enzyme for full effect and enzyme alone for no effect
Target sequence (P15917 whole entry, looked up): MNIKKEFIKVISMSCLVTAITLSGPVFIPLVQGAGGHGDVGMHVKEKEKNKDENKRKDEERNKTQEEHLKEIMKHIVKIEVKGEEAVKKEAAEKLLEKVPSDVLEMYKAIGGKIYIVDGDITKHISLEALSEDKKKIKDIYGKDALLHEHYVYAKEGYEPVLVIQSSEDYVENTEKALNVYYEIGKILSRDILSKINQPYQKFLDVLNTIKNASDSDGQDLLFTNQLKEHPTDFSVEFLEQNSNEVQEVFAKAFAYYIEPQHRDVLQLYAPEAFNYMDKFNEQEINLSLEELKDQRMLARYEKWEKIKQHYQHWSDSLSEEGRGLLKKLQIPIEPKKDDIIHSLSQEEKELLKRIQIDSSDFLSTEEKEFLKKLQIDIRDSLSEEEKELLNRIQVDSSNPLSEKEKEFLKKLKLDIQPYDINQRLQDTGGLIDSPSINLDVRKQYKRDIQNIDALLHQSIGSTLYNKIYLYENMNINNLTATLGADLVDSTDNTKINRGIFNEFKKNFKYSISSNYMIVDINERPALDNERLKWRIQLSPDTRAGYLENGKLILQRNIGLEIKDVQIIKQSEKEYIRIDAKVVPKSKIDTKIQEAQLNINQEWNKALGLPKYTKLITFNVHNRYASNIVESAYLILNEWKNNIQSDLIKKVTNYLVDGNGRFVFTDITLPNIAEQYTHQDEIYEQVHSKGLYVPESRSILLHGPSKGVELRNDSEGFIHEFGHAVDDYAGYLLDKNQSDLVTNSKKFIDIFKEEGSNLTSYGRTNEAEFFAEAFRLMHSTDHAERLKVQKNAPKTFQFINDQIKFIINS
CCHF vOTU inh – CCHFV vOTU protease inhibitors, primary screen, biochemical, Pep-AMC substrate, fluorescence; inhibition, % at 11.5 µM; AID 651958, 2012; Crimean-Congo hemorrhagic fever virus L polyprotein viral ovarian tumor (vOTU) protease …; 370,000 tested, 0.55% active; in the data active = inhibition above about 30%; also: 0% = vehicle wells with enzyme and 100% = no enzyme wells
SARS 3CLpro inh – SARS-CoV 3CLpro protease inhibitors, primary screen, biochemical, quenched FRET; Replicase polyprotein 1ab (Severe acute respiratory syndrome coronavirus), P0C6X7; inhibition, % at 6 µM; AID 1706, 2009; 290,000 tested, 0.14% active; recombinant SARS-CoV 3CLpro, quenched FRET peptide cleavage; in the data active = inhibition above about 12%
Vc quorum ag – inducers of Vibrio cholerae quorum light production without autoinducers, primary screen, BH1578 luxS cqsA deficient, single point; activation, % at 18.7 µM; 350,000 tested, 0.16% active; V. cholerae BH1578 lux reporter, luminescence, 6 h; in the data active = activation mostly above about 9.7%, no sharp cut-off; inconclusive = no clear call, values can overlap the other calls; inactive = mostly below about 3.7%; also: not every result past the cut was called active; inactives centre near 0; reference of the scale not given here
* = called active by the depositor; i = inactive; ? = inconclusive; nt = not tested or not shown. Rule as the data show it, unless noted: active = inhibition above about 30%; inconclusive = no clear call, values can overlap the other calls; inactive = below that. Not all compounds are listed; rates above refer to the full screens.

SMILES	Y pestis TopoI	TcdB inh	SSB-PriA inh	VHR inh abs	PfHsp40 rescue	BoNT A protease	Anthrax LF prot	CCHF vOTU inh	SARS 3CLpro inh	Vc quorum ag
CCCCOC(=O)c1ccc(NC(=O)c2ccccc2OC)cc1	21	0.4	-17	-12	20	-0.3	0	11	11	-0.2
CCOC(=O)C1C(=O)C=C(c2ccc([N+](=O)[O-])cc2)CC1c1ccccc1 (configuration not stated)	5	nt	34	5	9.6	18	7	0	5	i
CCC(=O)Nc1cccc(NC(=O)CSc2nnnn2Cc2ccccc2)c1	4	nt	-12	20	0.7	-0.3	-1	10	11	-0.5
CCNC(=O)CN(CCc1ccccc1)S(C)(=O)=O	-2	nt	-8	-12	0.7	-0.4	0	8	4	5.9
CCN(c1ccccc1)S(=O)(=O)c1ccc(OC)c(NC(=O)C2=NN(c3ccccc3)C(=O)CC2)c1	-9	0.1	-4	nt	-0.5	6.0	0	0	nt	1.1
COc1cc(NC(=O)c2ccnn2C)c(OC)cc1Cl	-7	0.0	0	1	1.8	0.8	0	-2	1	1.9
Cc1csc(NC(=O)CSc2nc3ccccc3s2)n1	6	nt	-7	-1	-0.4	-0.6	-3	7	0	i
CC(=O)NCCc1ccc(S(=O)(=O)N2CCN(c3nc(-c4ccccc4)c(C)s3)CC2)cc1	6	1.2	1	-2	-0.5	-0.3	-9	-3	2	i
CCc1nc2c(OCCC3CCCCC3)cccn2c1N(C)C(=O)C1CC1	34	nt	nt	nt	nt	-0.3	-6	nt	nt	i
CC(=O)COC(=O)C1CCN(S(=O)(=O)c2cc([N+](=O)[O-])ccc2Cl)CC1	5	0.5	3	10	-0.8	-0.1	-5	-10	-1	-2.4
O=C(Nc1nc(-c2cc(F)ccc2F)cs1)C1=COCCO1	-11	0.4	1	nt	-0.8	-0.7	0	-2	nt	-0.9
O=S(=O)(F)c1ccc2nc(-c3cccc(Sc4ccccc4)c3)cc(Cl)c2c1	3	2.0	-7	23	-1.1	-0.3	-3	-16	3	-0.4
CC1CCCCN1S(=O)(=O)c1ccc(N(C(=O)c2cnccn2)C(C(=O)NC2CCCCC2)c2cccs2)cc1 (configuration not stated)	22	nt	-3	0	0.7	-0.3	-2	2	5	-0.4
CCCC(=O)c1cn(CC(=O)OC)c2ccccc12	0	nt	-15	2	0.9	nt	nt	2	-1	i
Nc1cc(-c2cccc(Br)c2)nn1Cc1ccccc1	-1	1.4	0	2	15	-0.5	-5	-13	3	-0.2
COc1ccc(CNC(=O)CN2C(=O)NC(Cc3ccccc3)(c3ccccc3)C2=O)cc1OC (configuration not stated)	7	0.6	-1	nt	-0.8	1.1	-6	-8	nt	-0.2
COc1ccc(-n2nc3ccc(N)cc3n2)cc1	-13	0.3	nt	nt	nt	0.2	1	-41	nt	-0.7
O=C(CNC(=O)c1ccc(Br)o1)Nc1ccccc1	-3	-1.1	-12	4	-0.9	-10	-12	-4	-2	i
O=C(Nc1ccc(N2CCN(C(=O)c3ccco3)CC2)cc1)c1ccco1	5	1.4	5	28	1.2	0.0	0	3	1	-0.3
CC1CC1C(=O)OCC(=O)NC(=O)c1ccc(C(C)(C)C)cc1 (configuration not stated)	7	0.3	-5	nt	0.8	-0.9	1	4	nt	i
O=C(Cc1ccc(F)cc1)Nc1c(C(=O)N2CCN(c3ncccn3)CC2)oc2ccccc12	18	0.5	-3	11	1.3	0.9	1	6	-1	-0.2
Cc1ccc2nc(N3C(=O)C(O)=C(C(=O)c4ccco4)C3c3ccc(O)cc3)sc2c1 (configuration not stated)	-4	1.6	nt	-19	-0.2	-2.2	-1	25	8	-0.2
Cc1nn(-c2ccccc2)c(C)c1/C=C/C(=O)OC(C)C(N)=O (configuration not stated)	6	-0.5	-3	21	-0.4	-1.1	-7	-3	-5	-0.4
O=C(C1CCCN(Cc2cc(Br)ccc2O)C1)N1CCCCC1 (configuration not stated)	10	0.3	-15	20	0.9	0.4	0	-13	2	-1.1
CCCNC(=O)C1(C)CCCN(C(=O)Cc2ccc3ccccc3c2)C1 (configuration not stated)	-4	0.7	nt	nt	nt	-1.0	-1	-12	nt	i
COc1ccc(/C=N/NC(=O)c2nn(-c3ccc(C)c(C)c3)c(=O)c3ccccc23)cc1	10	nt	nt	24	1.0	-0.1	-3	5	-5	-0.4
CCOC(=O)c1cc(CC)sc1NC(=O)c1ccc([N+](=O)[O-])c(N2CCOCC2)c1	-4	-0.3	0	6	-0.3	-0.4	0	-14	1	-2.6
C/C(=N\NC(=O)c1ccccc1Cl)c1ccccn1	-6	1.3	nt	16	0.0	6.1	5	0	-5	-0.5
Cc1cc(C)c(NC(=O)/C=C\C(=O)O)c([N+](=O)[O-])c1	-2	nt	-17	6	0.7	-0.6	-1	-52	-3	nt
Cc1cccc(C)c1NC(=O)CNC(=O)c1c(C)nn(-c2ccccc2)c1Cl	3	-1.5	-3	nt	1.1	1.1	-7	8	nt	i
O=C(N/N=C/c1cc(Br)cs1)c1ccccc1[N+](=O)[O-]	1	nt	nt	-15	0.4	0.1	0	-9	2	-0.1
COc1ccc(C2Nc3ccccc3C(=O)N2Cc2ccccc2)cc1 (configuration not stated)	-1	1.6	-2	13	1.7	-2.8	-2	-60	2	i
Clc1cccc(N2CCN(Cc3ccc(Br)o3)CC2)c1	-5	0.8	-41	20	-0.5	1.1	3	2	3	-0.8
CCOc1cc(NC(=O)c2cccs2)c(OCC)cc1NC(=O)c1cccnc1	3	1.4	-12	26	-1.3	-0.8	-1	5	-6	-0.1
CCOc1cc(N2CCOCC2)c(OCC)cc1NC(=O)c1cc(S(=O)(=O)N2CCOCC2)ccc1C	14	0.6	4	nt	-0.8	-0.5	-3	-10	nt	i
O=c1[nH]cccc1-c1nc2ccccc2[nH]1	-4	0.7	-8	nt	0.1	-0.8	9	-368	-5	i
COc1ccc(C2C(C(C)=O)=C(O)C(=O)N2CCc2c[nH]c3ccccc23)cc1 (configuration not stated)	0	-0.6	-1	30	-0.5	-0.6	-1	9	6	3.6
CC1CCCCC1NC(=O)C1CCN(S(=O)(=O)c2ccc(-n3cnnn3)cc2)CC1 (configuration not stated)	11	nt	-8	2	-1.7	-0.5	-2	-5	-1	i
O=C(CSc1nnc(-c2ccc(Cl)s2)o1)N1CCCc2ccccc21	24	nt	-13	25	-0.8	-0.3	-3	11	5	i
CCN1C(=O)[C@H]2[C@H]3CN=C(SCc4ccccc4)N3[C@@](CC)(C(=O)OC)[C@H]2C1=O	-4	1.3	-3	nt	-1.1	0.2	-2	-1	nt	-0.9
O=C(c1ccccc1)c1c(O)cc(-c2ccccc2)oc1=O	0	nt	6	3	0.2	-0.4	-1	3	-3	i
CCn1cc(CN(C)C(=O)/C=C/c2ccc([N+](=O)[O-])cc2)c(C)n1	6	nt	-6	13	0.4	0.1	-10	15	-4	-0.4
CCOc1cc(/C=C\c2nc(O)c([N+](=O)[O-])c(=O)[nH]2)ccc1OC(C)CC (configuration not stated)	5	1.3	3	14	1.9	-2.1	-6	13	-1	i
Cc1ccc(NS(=O)(=O)c2ccc(C)c(C(=O)N3CCOCC3)c2)cc1	-4	0.5	11	-4	0.5	-3.4	-2	-1	-3	-0.5
C#Cc1ccc(CN2CCC(C(=O)Nc3ccc(Oc4ccccc4)nc3)CC2)cc1	5	3.8	6	-16	0.3	-2.5	-2	7	3	i
COc1cc(-c2noc(C)c2C(=O)NCCCn2ccnc2)cc(OC)c1OC	8	0.0	-12	nt	6.5	0.4	-3	-7	nt	-0.5
CC(C)n1cnnc1SCC(=O)NCC(=O)Nc1ccc(F)cc1	2	0.7	2	nt	-0.3	0.1	6	9	nt	-0.8
O=C(c1ccc(F)cc1)N1CCCC(C(=O)N2CCc3ccccc3C2)C1 (configuration not stated)	4	1.4	-6	-3	-1.8	?	-10	3	4	i
O=C(CCCCn1c(=O)[nH]c2ccccc2c1=O)NC1CCN(Cc2ccccc2)CC1	6	1.1	-2	0	-0.8	-0.4	-8	-8	-2	-0.3
NS(=O)(=O)c1ccc(NC(=O)C2CCCO2)cc1 (configuration not stated)	nt	nt	2	17	nt	nt	nt	-5	3	nt
COc1cccc(CNC(=O)c2cnc(-c3ccccn3)nc2C(F)(F)F)c1	-9	nt	-3	30	-0.3	-0.1	0	6	-2	0.5
COc1ccc2nc(SCC(=O)Nc3c(C)cccc3C)[nH]c2c1	4	2.3	1	1	-0.5	-0.1	3	-1	5	i
Cn1cc(CN2CCN(Cc3ccccc3)CC2)c(-c2cccc(Cl)c2)n1	7	0.7	-1	22	0.6	-0.2	-3	2	4	0.1
NC(=O)/C(=C/c1ccc2c(c1)OCO2)NC(=O)c1ccco1	-5	-0.4	-8	31	0.5	-0.5	-1	-2	-7	-1.0
Cc1ccnc(NS(=O)(=O)c2ccc(NS(C)(=O)=O)cc2)n1	5	-0.1	-11	9	-2.3	-0.7	1	4	3	i

Ordered by SMILES length (rising): 8 of the compounds above
SMILES	Y pestis TopoI	TcdB inh	SSB-PriA inh	VHR inh abs	PfHsp40 rescue	BoNT A protease	Anthrax LF prot	CCHF vOTU inh	SARS 3CLpro inh	Vc quorum ag
NS(=O)(=O)c1ccc(NC(=O)C2CCCO2)cc1 (configuration not stated)	nt	nt	2	17	nt	nt	nt	-5	3	nt
CC(C)n1cnnc1SCC(=O)NCC(=O)Nc1ccc(F)cc1	2	0.7	2	nt	-0.3	0.1	6	9	nt	-0.8
COc1ccc2nc(SCC(=O)Nc3c(C)cccc3C)[nH]c2c1	4	2.3	1	1	-0.5	-0.1	3	-1	5	i
NC(=O)/C(=C/c1ccc2c(c1)OCO2)NC(=O)c1ccco1	-5	-0.4	-8	31	0.5	-0.5	-1	-2	-7	-1.0
O=C(c1ccc(F)cc1)N1CCCC(C(=O)N2CCc3ccccc3C2)C1 (configuration not stated)	4	1.4	-6	-3	-1.8	?	-10	3	4	i
COc1cccc(CNC(=O)c2cnc(-c3ccccn3)nc2C(F)(F)F)c1	-9	nt	-3	30	-0.3	-0.1	0	6	-2	0.5
C#Cc1ccc(CN2CCC(C(=O)Nc3ccc(Oc4ccccc4)nc3)CC2)cc1	5	3.8	6	-16	0.3	-2.5	-2	7	3	i
O=C(CCCCn1c(=O)[nH]c2ccccc2c1=O)NC1CCN(Cc2ccccc2)CC1	6	1.1	-2	0	-0.8	-0.4	-8	-8	-2	-0.3
